# Sm TGR block – inhibitors of Schistosoma mansoni thioredoxin glutathione reductase; actives 3% (n = 360,000); Q962Y6; purified TGR, DTNB reduction, TNB absorbance 405 nm; Potency, µM (titrated, usually from 114 µM), without a hit: at the highest dose activity change, negative = inhibition, hits mostly inhibitors; active = well fitted inhibition curve with a large enough effect; inconclusive = small, poorly fitted or top-dose-only effect; inactive = no such curve, though single readings can be large or run the other way; note: nearly all actives have a fitted effect of over 60% in size
#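 First, TGR (20 nM dispensed) and NADPH were mixed with compound. Second, a 15 min room-temperature incubation followed. Third, further NADPH and then DTNB were added to start the reaction. Finally, TNB absorbance was monitored kinetically.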
# Starred values were filed as active, the others as inactive; ? = inconclusive. % is set by controls: 0 for no effect and ±100 for the full control effect; potency is the fitted concentration of half-maximal effect. The list is partial; rates above refer to the full screens.
smiles,Sm TGR block
Cc1c(-c2nsc(NC(=O)c3cccs3)n2)nnn1-c1ccc(Cl)cc1,1.0%
CCn1c(=O)c2sccc2n2c(CCC(=O)Nc3ccc(F)cc3)nnc12,-0.3%
CCC1CCCCN1C(=O)Cn1c(=O)oc2cc(S(=O)(=O)N3CCCCC3)ccc21 (stereo unspecified),-0.8%
COc1ccc(-n2ccn(Cc3ccccc3C)c(=O)c2=O)cc1,7.4%
COc1cc(/C=C(\C#N)C(=O)Nc2ccc(C)cc2)ccc1OCc1cc(=O)n2nc(C)sc2n1,-3.9%
Cc1cc(NC(=O)c2cccnc2)cc(-c2nc3cc(Cl)ccc3o2)c1O,0.8%
Cc1ccc(Nc2cc(C(=O)NCc3cccs3)c3ccccc3n2)c(C)c1,13.1%
CCC(=O)N1CCc2cc(CNC(=O)Nc3cc(C)ccc3C)ccc21,2.0%
COc1cccc(-c2cc(C(=O)Nc3cc(Cl)ccc3O)on2)c1,-12.6%
COc1ccc(NC(=O)N2CCOc3ccc(Cl)cc32)cc1,-15.2%
CC(NC(=O)c1ccc(CSc2nc3ccncc3n2Cc2ccc(F)cc2)cc1)c1ccccc1 (stereo unspecified),-6.1%
CC(C)NC(=O)CCCN1C(=O)CCn2nc(-c3cccn3C)cc21,-1.9%
CCN1CCc2c(sc(NC(=O)c3ccc(S(=O)(=O)N(C)C4CCCCC4)cc3)c2C(N)=O)C1,-3.0%
Cc1cccc(N2CCN(C3(c4ccccc4)C(=O)c4ccccc4C3=O)CC2)c1C,7.7%
COc1cc(NC(=O)CCCc2nnc3n(C)c(=O)c4sccc4n23)cc(OC)c1OC,11.4%
Cc1ccc(Cn2c(CO)cnc2SCC(=O)NCc2ccccc2Cl)cc1,-0.9%
O=C(CCCCn1c(=O)c2ccccc2n(CC(=O)Nc2cccc(F)c2)c1=O)NCc1ccccc1Cl,17.1%
Cc1cccc(N2CCN(C(=O)c3cc4c(=O)oc5ccccc5c4s3)CC2)c1C,-0.1%
CC(=O)c1cccc(Nc2ccc3cc(S(=O)(=O)N4CCCC4)ccc3n2)c1,-6.7%
Cc1coc2c1c(C)cc1oc(=O)c(CC(=O)NCc3ccc(Cl)cc3)c(C)c12,1.5%
CC1=C(C(=O)Nc2cc(C)ccc2C)C2(CCCCCC2)OC1=O,-3.0%
Cc1c(Cl)cccc1NC(=O)CSc1ccc(-c2ccccn2)nn1,-8.1%
Cc1ccc(NC(=O)c2c(NC(=O)c3ccc(F)cc3)sc3c2CCCC3)cc1C,3.2%
COC(=O)CN1C(=O)CSc2ccc(S(=O)(=O)N3CCOCC3)cc21,1.8%
CCOc1cc2c(cc1OCC)C(CC(=O)OC)N(C(=O)Nc1cc(OC)ccc1OC)CC2 (stereo unspecified),4.7%
CCOc1ccc(CNC(=O)c2cccc(NC(=O)N3CCSc4ncccc43)c2)cc1,7.8%
COc1ccc(-n2cc(-c3ccccc3)nc2SCC(=O)Nc2ccccc2)cc1Cl,-5.2%
Cc1oc2ncn(CC(C)C)c(=O)c2c1C(=O)Nc1ccc(Cl)cn1,0.1%
CC(C)Oc1ccc(CNC(=O)CCn2c(=O)c3cccn3c3ccc(F)cc32)cc1,-0.6%
O=C(Cn1ncc2c3ccccc3n(Cc3ccc(Cl)cc3)c2c1=O)NCCC1=CCCCC1,-1.1%
CCCN(C(=O)Cn1ncc2c1-c1ccccc1OC2)c1cccc(C)c1,-5.5%
CCN(CC)S(=O)(=O)c1nnc(NC(=O)c2ccc(C)cc2)s1,8.3%
COc1cccc(-n2c(=O)c3cc(OC)c(OC)cc3n(CC(=O)Nc3ccc(F)cc3)c2=O)c1,2.2%
Cc1cccc(N2CCN(S(=O)(=O)c3csc(C(N)=O)c3)CC2)c1C,7.8%
CC1=C(C(=O)NCCc2ccc(Cl)cc2)C2(CCCCC2)OC1=O,1.7%
Cc1ccc(CSC2=Nc3ccccc3C3=NC(CCC(=O)NCCc4ccccc4)C(=O)N23)cc1 (stereo unspecified),-2.0%
Cc1ccc(C)c(N2CCN(S(=O)(=O)c3ccc(C4CCCCC4)cc3)CC2)c1,2.0%
O=C(NCc1ccc(Cl)cc1)C(=O)NCC(c1cccs1)S(=O)(=O)c1ccc(Cl)cc1 (stereo unspecified),?
O=c1cc(COc2ccccc2Cl)nc2scc(-c3ccccc3)n12,8.8%
CSc1ccc(CCNc2ncnc3onc(-c4ccc(Cl)cc4)c23)cc1,-0.1%
Cc1ccc2c(c1)N(C(=O)N1CCC(C(=O)NCCc3ccccc3)CC1)CC(C)O2 (stereo unspecified),3.3%
Cc1ccc(NC(=O)c2cccc(NC(=O)N3CCSc4ncccc43)c2)cc1Cl,6.0%
Cc1cccc(-c2nc(S(=O)(=O)c3ccc(Cl)cc3)c(N3CCCCCC3)o2)c1,4.7%
COc1ccccc1C(=O)NC(=O)Nc1ccc(-c2cc(C(F)(F)F)nn2-c2ccccc2)cc1,3.6%
O=C(c1ccc2c(c1)N(Cc1ccccc1F)C(=O)c1ccccc1S2(=O)=O)N1CCOCC1,-5.9%
CCOC(=O)N1CCc2c(sc3c2c(=O)n(-c2ccc(CC)cc2)c(=O)n3C)C1,4.2%
CCC1CN(CC(=O)NCc2cccc(Br)c2)c2ccccc2S1 (stereo unspecified),-2.6%
CCOc1ccc(Sc2cc(C(=O)NC(C)CC)c3ccccc3n2)cc1 (stereo unspecified),-3.2%
CCOc1ccccc1CNC(=O)c1ccc(NC(=O)N2CC(C)Sc3ccccc32)cc1 (stereo unspecified),-1.1%
CCOC(=O)CSc1nc2cc3c(cc2c(=O)n1CCCC(=O)NCCc1ccc(OC)c(OC)c1)OCO3,4.8%

# Gathered by group: the compounds so far with a furan ring, fused or not
smiles,Sm TGR block
Cc1coc2c1c(C)cc1oc(=O)c(CC(=O)NCc3ccc(Cl)cc3)c(C)c12,1.5%
Cc1oc2ncn(CC(C)C)c(=O)c2c1C(=O)Nc1ccc(Cl)cn1,0.1%

# New compounds follow:
smiles,Sm TGR block
COC(=O)c1cc2oc3ccccc3c2n1CC(=O)Nc1ccc(OC)c(OC)c1OC,-1.0%
Cc1ccc(NC(=O)[C@H]2O[C@@H]3OC(C)(C)O[C@@H]3[C@H]3OC(C)(C)O[C@H]32)cc1F,1.7%
Cc1ccc(-c2nc(SCC(=O)NCC3CCCO3)c3c(=O)n(C)c(=O)n(C)c3n2)cc1 (stereo unspecified),4.6%
COc1ccc(CNC(=O)c2ccc(-c3nc(CSc4ccccc4)c(C)o3)cc2)cc1,-9.5%
Fc1cccc(Cl)c1CNc1n[nH]c(-c2ccco2)n1,-6.5%
COc1ccc(CNC(=O)Cn2nc3c(cc2=O)CCCC3)cc1,-2.8%
COc1ccc(Nc2nnc(-c3ccc(C)c(S(=O)(=O)NCc4nc5ccccc5[nH]4)c3)c3ccccc23)cc1,-3.9%
CCC1CCc2nc3sc(C(=O)Nc4ccc(C)cc4C)c(N)c3cc2C1 (stereo unspecified),-1.5%
COc1ccccc1NC(=O)Cn1c(=O)n(Cc2ccc3c(c2)OCO3)c(=O)c2oc3ccccc3c21,3.1%
CCOc1ccc(C2CC(=O)n3nc(-c4ccc(C)cc4)nc3S2)cc1OC (stereo unspecified),0.8%

# Reprinted at random: four compounds from above, in no set order.
smiles,Sm TGR block
Cc1c(Cl)cccc1NC(=O)CSc1ccc(-c2ccccn2)nn1,-8.1%
COc1ccc(Nc2nnc(-c3ccc(C)c(S(=O)(=O)NCc4nc5ccccc5[nH]4)c3)c3ccccc23)cc1,-3.9%
COc1ccc(-n2cc(-c3ccccc3)nc2SCC(=O)Nc2ccccc2)cc1Cl,-5.2%
Cc1oc2ncn(CC(C)C)c(=O)c2c1C(=O)Nc1ccc(Cl)cn1,0.1%

# Next results
smiles,Sm TGR block
COc1ccc(NC(=O)CCCN2C(=O)COc3ccc(C)cc32)cc1OC,-8.3%
Cc1ccc(Cl)cc1NS(=O)(=O)c1ccc2oc(=O)c3ncn(C)c3c2c1,-3.1%
CC(C)N(Cc1ccccc1)C(=O)c1cc2ccc3cccnc3c2[nH]1,-0.4%
CCc1ccc(C2c3c(oc4ccc(F)cc4c3=O)C(=O)N2CCc2ccc(OC)cc2)cc1 (stereo unspecified),-18.6%
O=C(NCc1ccc(F)cc1)c1cc2c(=O)n3ccccc3nc2s1,1.2%
COc1ccc2c(c1)c1c(c(=O)n(-c3ccc(OC)c(OC)c3)c(=O)n1Cc1ccc(C)cc1)n2C,1.2%
CCOC(=O)c1cc(S(=O)(=O)NCc2ccc(F)cc2)[nH]n1,7.6%
O=S(=O)(NCc1ccc(F)cc1)c1ccc2[nH]c3c(c2c1)CCCCC3,-11.7%
CCCCSc1nnc2c(n1)OC(c1ccc(C)s1)Nc1ccccc1-2 (stereo unspecified),-3.6%
CCOC(=O)c1c(NC(=O)c2ccc(S(=O)(=O)N(CC(C)C)CC(C)C)cc2)sc2c1CCN(C(=O)OCC)C2,-1.8%
COC(=O)c1ccc(NC(=O)CC2C(=O)N(c3cccc(OC)c3)C(=O)N2Cc2ccco2)cc1 (stereo unspecified),?
CC(=O)c1ccc(NC(=O)CCc2c(C)nn(-c3ccc(N4CCCCC4)nn3)c2C)cc1,-0.9%
CCC(=O)Nc1ccccc1-c1nc2ccccc2n(CC(=O)c2ccc(Br)cc2)c1=O,0.8%
COCCNC(=O)CCn1c(=O)[nH]c2cc(OC)c(OC)cc2c1=O,-1.5%
COc1ccc(-c2nc3ccc(NS(=O)(=O)c4ccc(Cl)cc4)cc3o2)cc1,2.7%
Cc1c(Cl)cccc1-n1ncc(C(=O)NCCN2CCN(C)CC2)c1C1CCN(C(=O)OC(C)(C)C)CC1,3.4%
CCOc1ccc(NC(=O)CCn2c(=O)c3cccn3c3cccnc32)cc1,-4.8%
CCCC(=O)N(c1ccc2oc(-c3ccccc3)c(C(=O)OCC)c2c1)S(=O)(=O)c1ccc(C)cc1,0.5%
CCCN1C(=O)C(Cc2nc3ccccc3c(=O)n2CC)c2ccccc21 (stereo unspecified),-0.1%
O=C(CCS(=O)(=O)c1nc(-c2cccs2)cc(C(F)(F)F)n1)Nc1ccc(F)c(Cl)c1,-27.9%
CCOC(=O)c1ccc(NC(=O)c2nsc3ccccc23)cc1,24.7%
CCC(=O)N1CCc2cc(CNS(=O)(=O)c3ccccc3F)ccc21,0.6%
COc1ccccc1CNC(=O)C1(c2cccs2)CCOCC1,3.6%
CCOc1ccc(NC(=O)NCCCN2CCN(c3ccc(F)cc3)CC2)cc1,?
O=C(NCCc1ccccc1)C(=O)NCC(c1ccco1)S(=O)(=O)c1ccccc1 (stereo unspecified),-18.7%
Cc1ccc(Cn2c(CCCNC(=O)c3ccco3)nc3ccccc32)cc1,1.6%
CCCN1C(=O)c2[nH]nc(-c3ccc(F)cc3)c2C1c1ccccn1 (stereo unspecified),0.8%
Cc1c(C(=O)Nc2ccccc2Cl)oc2ccc(S(=O)(=O)N3CCCCCC3)cc12,-11.4%
Cn1c(=O)[nH]c(=O)c2c1nc1n2CCN1c1ccccc1,-6.2%
Cc1ccc2occ(CC(=O)Nc3nnc(C(C)C)s3)c2c1,6.7%
CCc1ccc(-c2[nH]nc3nc(-c4ccc(OC)cc4)cc(C(=O)NCCc4ccc(OC)c(OC)c4)c23)cc1,-9.4%
COc1ccc(Nc2oc(-c3ccc(COc4ccccc4C)o3)nc2C#N)cc1,0.1%
Cc1noc2ncnc(N3CCN(c4ccccc4F)CC3)c12,3.1%
O=C(NCc1c(-n2cccc2)sc2c1CCCC2)Nc1cccc(C(F)(F)F)c1,8.1%
Cc1ccc(C(=O)c2cn(Cc3ccccc3F)c3cc4c(cc3c2=O)OCO4)cc1,1.4%
N#Cc1ccc(C(=O)Nc2ccc3c(c2)N(C2CCCC2)C(=O)c2ccccc2S3)cc1,1.9%
COc1ccccc1C(=O)N1CCN(Cc2cc(=O)oc3cc(C)ccc23)CC1,-18.3%
CC(=O)C1=C(OC(=O)C(C)C)c2ccccc2S(=O)(=O)N1Cc1ccccc1,-29.3%
Cc1ccc(-c2nc(C)c(CCNC(=O)C(=O)Nc3ccc(C)c(Cl)c3)s2)cc1,4.8%
CCCCc1ccc(NC(=O)c2cc3c(=O)n4ccccc4nc3s2)cc1,4.0%
CCOc1ccccc1NC(=O)C(C)N(c1ccccc1)S(C)(=O)=O (stereo unspecified),1.0%
CCN(c1cccc(C)c1)S(=O)(=O)c1nnc(NC(=O)C2CCCCC2)s1,?
COC(=O)c1sc(NC(=O)c2cc3nc(-c4ccc(Br)cc4)cc(C(F)(F)F)n3n2)c(C(=O)OC)c1C,7.3%
CC1(C)CC(=O)c2cc(C#N)c(=O)n(-c3ccc(Cl)cc3)c2C1,1.1%
CCC(=O)Oc1c(Sc2ccc(Cl)cc2)c(C)nn1-c1ccccc1,-1.0%
CCCCN(CC)C(=O)c1ccc2c(c1)NC(=O)c1ccccc1S2,-0.1%
Cc1cccc(C(=O)Nc2cccc(OCc3cc(=O)n4cccc(C)c4n3)c2)c1,-3.6%
Cc1nn(CC(=O)N2CCN(c3ccccc3)CC2)c(=O)c2cc3cc(F)ccc3n12,9.5%
Cc1ccc(CNC(=O)N2CCC(CN3CCC(C)CC3)CC2)cc1,-3.2%
CCC(C)NC(=O)CSc1nc2cc3c(cc2c(=O)n1CCCCCC(=O)NCc1ccc(OC)cc1)OCO3 (stereo unspecified),1.8%
COc1ccc(Cl)cc1NC(=O)CSc1nnc(C)n2c1cc1occc12,-1.8%
